# High-throughput results as filed in PubChem.
# E-selectin induc: E-selectin induction in HUVECs, primary screen, imaging, HUVEC, immunofluorescence imaging, single point; AID 686992, 2013; hit rate 0.37% among 260,000; P16581; activation, % at 7.58 µM; normalized: neutral wells 0, TNF-alpha wells 100;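 active = mean E-selectin-positive cell signal at least 10% of the positive control, reached in at least 60% of replicates, without over 20% cell loss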;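 note: in these data hits start at about 27%; measured in HUVEC primary endothelial cells; signal is the percent of cells scored E-selectin positive by PE staining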
#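 Test system – human umbilical vein endothelial cells (HUVEC), E-selectin induction · Input – 3,000 HUVEC seeded per well · Buffer or medium – EGM-2, gelatin · Compound dosing – single-point compound dose · Detection – immunofluorescence imaging · Measure – percent E-selectin-positive cells · Controls – TNF-alpha high, DMSO low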
# RAD52 inh: RAD52 DNA annealing inhibitors, primary screen, biochemical, FRET, single point, set 2; DNA repair protein RAD52 homolog (Homo sapiens), P43351; recombinant RAD52 DNA annealing, FRET fluorescence; inhibition, % at 18.7 µM; hit rate 0.46% among 360,000;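 active = every replicate showing at least 50% inhibition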
# Target sequence (P43351 whole entry, looked up): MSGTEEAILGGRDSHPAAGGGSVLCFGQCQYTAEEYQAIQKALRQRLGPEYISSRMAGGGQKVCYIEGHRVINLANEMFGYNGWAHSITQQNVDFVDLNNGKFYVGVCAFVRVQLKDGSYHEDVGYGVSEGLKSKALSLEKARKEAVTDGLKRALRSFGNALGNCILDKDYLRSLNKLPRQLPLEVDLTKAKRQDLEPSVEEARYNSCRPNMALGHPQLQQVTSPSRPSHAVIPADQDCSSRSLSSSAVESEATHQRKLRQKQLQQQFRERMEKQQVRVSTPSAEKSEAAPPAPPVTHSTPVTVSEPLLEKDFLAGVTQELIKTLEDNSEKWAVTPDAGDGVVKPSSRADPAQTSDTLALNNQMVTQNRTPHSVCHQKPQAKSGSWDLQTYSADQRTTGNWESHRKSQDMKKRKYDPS
# RAD54 branch: inhibitors of human RAD54 branch migration, primary screen, biochemical, fluorescence, single point | DNA repair and recombination protein RAD54-like (Homo sapiens), Q92698 | RAD54 Holliday junction branch migration, FAM/BHQ fluorescence | inhibition, % at 10.4 µM | hit rate 0.14% among 360,000;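 active = mean normalized replicate activity at least 40 and at least half of replicates scoring 40 or more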;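 note: 0% = median of neutral control wells and 100% = median of positive control wells; inhibitors cause a drop in the FAM fluorescence signal; in these data hits start at about 50%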
# ARNT TACC3 PPI: disruptors of ARNT/TACC3 protein interaction, primary screen, biochemical, AlphaScreen, single concentration; AlphaScreen His-ARNT PAS-B/GST-TACC3 binding, luminescence; TACC3 fragment carries E629A point mutation; inhibition, % at 9.99 µM; hit rate 0.66% among 390,000; AID 623870, 2012;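 active = mean inhibition of replicates at least 50% and at least half of replicates each reaching 50%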;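 note: 0% = complete ARNT plus TACC3 wells and 100% = ARNT alone without TACC3; many hits fall short of the cut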
# ERp5 inh: inhibitors of ERp5-driven insulin aggregation, primary screen, biochemical, turbidity, absorbance 650 nm, single point; Protein disulfide-isomerase A6 (Homo sapiens), Q15084; 90 min; inhibition, % at 9.99 µM; hit rate 0.05% among 350,000;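 active = mean replicate inhibition above about 25%, with every replicate also reaching it, limit read from the data, passing the limit was not always enough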
# Casp6 inh: human caspase-6 inhibitors, primary screen, biochemical, VEID-R110 fluorescence, single point, set 2 | AID 686996, 2013 | hit rate 0.53% among 350,000 | purified caspase-6, Z-VEID-R110 cleavage fluorescence | inhibition, % at 12.5 µM | P55212;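 active = mean inhibition across replicates at least about 35%, with every replicate also reaching that limit, limit read from the data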;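 note: 0% = median of neutral control wells and 100% = no fluorescence left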
# Target sequence (P55212 24-179 limits assumed): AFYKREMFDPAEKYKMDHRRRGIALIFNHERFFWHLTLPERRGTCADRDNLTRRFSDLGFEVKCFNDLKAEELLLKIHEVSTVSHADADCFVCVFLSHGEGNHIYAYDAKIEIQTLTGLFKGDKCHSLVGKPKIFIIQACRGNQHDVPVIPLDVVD
# Target sequence (P55212 194-293 limits assumed): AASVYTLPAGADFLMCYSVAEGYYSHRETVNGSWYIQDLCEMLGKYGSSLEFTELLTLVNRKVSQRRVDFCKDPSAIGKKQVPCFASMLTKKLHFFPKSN
# esBAF inh: Bmi1 luciferase reporter increase in mESCs, primary screen, esBAF inhibitor project, mouse ES cells, Bmi1 luciferase knock-in, single point. AID 602393, 2012. hit rate 2% among 350,000. reporter increase, % at 12.5 µM. 24 h; 100% = twice the neutral-well signal; in the data active = activation above about 40%;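 note: 0% = median of the plate's neutral control wells and 100% = double that signal; a rise in the Bmi1 reporter signal indicates esBAF inhibition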
# PglD DTNB: C. jejuni PglD acetyltransferase inhibitors, primary screen, biochemical, DTNB colorimetric, single point | inhibition, % at 12.5 µM | hit rate 0.098% among 360,000 | UDP-N-acetylbacillosamine N-acetyltransferase PglD (Campylobacter jejuni) | purified PglD enzyme, DTNB colorimetric CoA detection; in the data active = inhibition above about 16%, passing the limit was not always enough; note: strong numbers were not always called active
# Starred values were filed as active, the others as inactive; nt = not tested or not shown. Compounds as they come (roughly 3.2% active in at least one column).
SMILES,E-selectin induc,RAD52 inh,RAD54 branch,ARNT TACC3 PPI,ERp5 inh,Casp6 inh,esBAF inh,PglD DTNB
COCC(=O)Nc1ccc2c(c1)[C@H]1C[C@H](CC(=O)NCc3cc(F)ccc3F)O[C@H](CO)[C@H]1O2,0.0,nt,3.9,-1.5,nt,nt,7.4,3.2
CCc1nccn1S(=O)(=O)c1ccc2ccccc2c1,nt,nt,-5.1,-2.9,nt,nt,-2.5,1.8
C[C@H](CO)N1C[C@H](C)[C@@H](CN(C)Cc2ccc(C(=O)Nc3ccccc3N)cc2)Oc2ccc(NC(=O)Nc3ccc(F)cc3)cc2C1=O,15.7,-1.3,-2.5,-0.2,-1.3,-2.2,3.1,3.8
COc1ccccc1S(=O)(=O)Nc1ccc2nc(C)sc2c1,-0.5,-9.0,-0.8,0.2,-0.6,0.8,4.7,-2.9
N#Cc1cn(Cc2ccncc2)c(=O)[nH]c1=O,nt,-2.1,-2.5,0.0,-1.9,-0.2,0.3,1.5
CC(C)OC(=O)C(C#N)c1nc2ccccc2nc1N1CCN(Cc2ccccc2)CC1 (centres undefined),nt,nt,2.1,2.8,nt,nt,1.6,-2.1
CCCCNc1c(-c2cccc(-c3ccc(OC)cc3)c2)nc2ccc(C)cn12,3.1,2.0,-0.7,6.9,4.0,-1.5,11.9,-4.4
Cc1cc(C)n(CCNC(=O)c2ccc3c(c2)OCO3)n1,0.1,-13.6,-15.3,4.3,-2.3,-6.0,3.1,0.2
CCCCSc1nnc2[nH]c(=O)cc(N)n12,nt,nt,1.1,-6.1,nt,nt,-3.8,-3.6
O=C(CCn1cccc1)Nc1cc(F)ccc1F,nt,nt,2.8,1.8,nt,nt,-6.6,-4.6
Cc1ccc(Nc2nc(N/N=C/c3c[nH]c4ccccc34)nc(N3CCOCC3)n2)cc1,nt,2.8,nt,8.6,-2.2,1.4,nt,nt
O=C(Nc1ccc(Cl)cc1)Nc1ccon1,-1.2,-9.1,-11.9,0.3,-16.0,-0.4,7.3,10.6
Cc1cc(C)c2c(N)c(C(=O)Nc3cccc(C)c3C)sc2n1,0.6,-26.2,0.1,-3.6,2.1,1.8,30.2,2.0
CCN(CC)C(=N)N1c2ccccc2CCC1C (centres undefined),1.7,1.3,0.6,-5.3,4.5,-3.5,0.1,1.7
C[C@@H]1CN([C@H](C)CO)C(=O)c2cc(NS(=O)(=O)c3cccs3)ccc2O[C@@H](C)CCCCO[C@@H]1CN(C)S(=O)(=O)c1cccs1,-0.1,-1.0,-1.3,0.9,-2.6,1.2,1.2,0.6
O=C(OC1CCOC1=O)c1cc(-c2ccc(Cl)cc2)nc2ccccc12 (centres undefined),nt,-6.5,-4.6,-0.6,2.8,9.6,3.0,0.4
C[C@@H]1CCCCO[C@H](CN(C)Cc2ccc(C(=O)O)cc2)[C@H](C)CN([C@@H](C)CO)C(=O)c2cc(NS(=O)(=O)c3cccs3)ccc2O1,-0.2,-3.0,-4.8,-18.9,-2.9,-1.1,-2.6,1.9
Cc1cc(NS(=O)(=O)c2ccc(NC(=O)CCCOc3ccccc3C)cc2)no1,nt,-2.0,-3.9,-3.4,-5.7,2.3,-1.6,-3.5
O=C(c1cc(-c2ccc(Cl)cc2)nc2ccccc12)N1CCOCC1,nt,-10.6,-5.7,-19.3,1.6,-2.2,2.6,9.2
CCN(CC)c1ccc(C(=O)OCC(=O)NC(C)(C)C)cc1,nt,-3.4,-5.6,-1.9,5.4,-0.1,nt,0.5
Cc1ccc(S(=O)(=O)N(CC(=O)Nc2ccccc2C(=O)O)c2cccc(Cl)c2C)cc1,0.2,-26.7,nt,2.1,-1.1,46.8*,nt,nt
O=C(C[C@H]1C[C@H](C(=O)N2CCOCC2)[C@@]2(CCC3CCCC3)c3[nH]c4ccc(Cl)cc4c3CCN2C1=O)NCCCn1ccnc1,1.8,10.5,-3.1,11.7,-4.2,-18.9,0.7,0.0
C[C@H](C(=O)N(C)C[C@H]1OCc2ccccc2-c2c(n(C)c3ccccc23)C(=O)N([C@H](C)CO)C[C@@H]1C)c1ccccc1,-0.4,8.6,nt,nt,-1.8,0.3,nt,nt
CCCS(=O)(=O)NC(=O)C1(C)CCCN(C(=O)c2ccc(F)c(Cl)c2)C1 (centres undefined),0.0,-7.8,-6.5,nt,7.3,6.1,-3.7,2.5
C=C(C)C(=O)Nc1cccc(C2=NOC3(C2)C[C@@H](C(N)=O)N(C(=O)c2cc([N+](=O)[O-])cc([N+](=O)[O-])c2C)C3)c1 (some centres undefined),nt,17.8,-10.8,2.1,4.3,23.1,3.4,-2.7
COc1ccc(C(=O)Nc2ccccc2C(=O)NCc2cccnc2)cc1,nt,3.1,2.1,-1.7,4.7,-2.5,6.9,-1.5
Cc1ccc2oc3c(SCc4nc5ccccc5[nH]4)nc(C)nc3c2c1,-0.1,-93.4,-7.4,-0.4,0.5,-3.7,24.2,-2.1
Cc1noc(C)c1NC(=O)N(C)C[C@H]1OCCCC[C@@H](C)Oc2ccc(NS(=O)(=O)c3c(C)noc3C)cc2C(=O)N([C@H](C)CO)C[C@H]1C,0.0,-9.8,-17.6,-6.8,-5.2,0.8,0.0,-0.8
CCSc1nnc(NC(=O)CCCOc2ccc(C)cc2)s1,nt,2.5,nt,29.4,-2.1,-2.3,nt,nt
COCC(=O)Nc1ccc2c(c1)[C@H]1C[C@@H](CC(=O)NC3CCCC3)O[C@H](CO)[C@H]1O2,-0.3,-20.6,-7.2,-3.0,0.7,5.1,-3.8,0.4

# Random excerpt: four entries already listed.
SMILES,E-selectin induc,RAD52 inh,RAD54 branch,ARNT TACC3 PPI,ERp5 inh,Casp6 inh,esBAF inh,PglD DTNB
COCC(=O)Nc1ccc2c(c1)[C@H]1C[C@@H](CC(=O)NC3CCCC3)O[C@H](CO)[C@H]1O2,-0.3,-20.6,-7.2,-3.0,0.7,5.1,-3.8,0.4
C[C@H](C(=O)N(C)C[C@H]1OCc2ccccc2-c2c(n(C)c3ccccc23)C(=O)N([C@H](C)CO)C[C@@H]1C)c1ccccc1,-0.4,8.6,nt,nt,-1.8,0.3,nt,nt
COc1ccc(C(=O)Nc2ccccc2C(=O)NCc2cccnc2)cc1,nt,3.1,2.1,-1.7,4.7,-2.5,6.9,-1.5
O=C(C[C@H]1C[C@H](C(=O)N2CCOCC2)[C@@]2(CCC3CCCC3)c3[nH]c4ccc(Cl)cc4c3CCN2C1=O)NCCCn1ccnc1,1.8,10.5,-3.1,11.7,-4.2,-18.9,0.7,0.0

# (list continues)
SMILES,E-selectin induc,RAD52 inh,RAD54 branch,ARNT TACC3 PPI,ERp5 inh,Casp6 inh,esBAF inh,PglD DTNB
CSc1ncccc1C(=O)OCC(=O)NC1CCCCC1,nt,-9.6,-4.7,-4.5,4.8,-0.3,-0.4,-5.2
O=C(Nc1ccc2c(c1)C(=O)NC2=O)c1ccc(S(=O)(=O)N2CCCC2)cc1,-0.7,-6.0,4.7,-8.3,-0.4,-2.2,-3.3,-3.4
COC(=O)CCC(=O)OC1(C)C(=O)C=C2C=C(C3CC3)N(Cc3ccc4c(c3)OCO4)C=C2C1=O (centres undefined),0.2,-10.6,-6.1,9.5,2.0,2.7,-1.2,-2.2
CC(C)n1c(=S)[nH]c2cc(C(F)(F)F)ccc21,0.1,-7.4,-12.6,-0.3,-3.7,-2.1,-6.3,-1.9
C[C@]12CCC3c4ccc(OCC(=O)O)cc4CCC3C1CCC2=O (some centres undefined),-0.3,-4.3,10.0,-4.8,-0.9,-2.5,5.3,-17.6
Cc1cccc(C)c1-n1c(C)nn(-c2ncc(C(F)(F)F)cc2Cl)c1=O,4.4,-11.1,-3.1,-10.6,2.6,8.7,-1.2,-3.4
CSc1nc(C)cc(OCC#N)n1,nt,nt,-11.5,-7.5,nt,nt,-3.9,10.8
CCCN(C)C[C@H]1Oc2cc(C#Cc3ccccn3)ccc2S(=O)(=O)N([C@H](C)CO)C[C@H]1C,-0.5,-19.3,-5.9,-2.2,-4.8,-10.9,4.7,1.6
COc1cccc(NC(=O)C2C3C=CC4(O3)C2C(=O)N(CCN2CCCCC2)C4C(=O)NC2CCCCC2C)c1 (centres undefined),0.5,-15.8,-7.3,1.1,4.1,-7.3,1.2,3.0
C[C@H](CO)N1C[C@H](C)[C@H](CN(C)C(=O)c2ccccc2F)Oc2ncc(C#Cc3cccc(F)c3)cc2C1=O,-0.6,13.7,10.2,-2.7,0.0,3.4,-4.4,1.4
O=S(=O)(c1ccccc1)N1CCCCN2[C@H](C1)[C@@H](c1ccc(C#Cc3cccnc3)cc1)[C@@H]2CO,-0.4,-22.6,-4.0,2.1,1.6,-1.0,10.3,5.2
O=C(Nc1ccc(O)cc1)c1cc2ccccc2c(=O)s1,-3.0,-3.4,-0.3,20.3,5.2,1.9,48.9*,3.3
C=CCn1cc(C(=O)N2CCc3ccccc3C2)c(=O)c2cc(S(=O)(=O)N(CC)CC)ccc21,3.8,nt,-5.3,-2.2,nt,nt,nt,-5.8
Cc1cc2nc(/C(C#N)=C\c3ccc(-c4ccccc4C(=O)O)o3)[nH]c2cc1C,0.0,-29.8,-14.6,27.4,3.9,7.0,11.6,-1.3
Cc1onc(-c2ccccc2)c1C(=O)NC(CC(=O)O)c1ccc(OC(C)C)cc1 (centres undefined),nt,nt,9.9,-1.4,nt,nt,-11.4,-1.5
COc1ccc(N2CC(C(=O)Nc3ncccc3C)CC2=O)cc1 (centres undefined),nt,nt,-6.5,-10.6,nt,nt,0.9,2.2
O=c1nc(N2CCOCC2)ccn1-c1nc(-c2ccccc2)oc1-c1ccccc1,nt,-12.1,8.3,-5.5,-0.1,-0.4,4.7,4.0
COC(=O)CSc1nnc(C)n1-c1cccc(C#N)c1,nt,-12.6,-2.3,4.3,2.3,-0.5,-4.6,-7.1
CC1CCCCC1NS(=O)(=O)c1ccc(S(=O)(=O)N2CCCC2)cc1 (centres undefined),nt,nt,-4.1,5.8,nt,nt,1.1,5.2
CC(=O)c1c(O)c(C)c(O)c2c1OC1=CC(=O)C(C(C)=O)C(=O)[C@@]12C (some centres undefined),nt,-163.6,-20.3,nt,1.7,12.8,-5.9,3.6
CC(C)NC(=O)N(C)C[C@H]1OCCCC[C@H](C)Oc2ccc(N(C)C)cc2C(=O)N([C@H](C)CO)C[C@H]1C,nt,-29.0,-6.3,11.7,2.0,-1.3,nt,2.6
CCC(C)NS(=O)(=O)c1cc2c3c(c1)CCC(=O)N3CCC2 (centres undefined),0.1,-7.8,-3.4,-9.5,-6.0,-4.1,2.3,-0.6
CCCCCCc1cc2cc(C(=O)NCc3ccccc3)c(=N)oc2cc1O,-1.3,-45.8,4.3,-13.8,3.4,-0.3,2.7,-3.3
FC(F)(F)c1cc(-c2ccccc2)nc(NCc2cccnc2)n1,nt,nt,3.3,5.6,nt,nt,-12.7,-7.8
Cc1ncoc1C(=O)N1CCc2c([nH]c3ccccc23)C1C1CCCCC1 (centres undefined),nt,-28.1,nt,13.3,0.7,0.0,17.2,nt
CCCN1[C@H](C(=O)NCCOC)[C@@H](CO)[C@@H]2Cn3c(ccc(-c4ccc(C(=O)N(C)C)cc4)c3=O)[C@@H]21,-0.3,5.0,-4.9,nt,4.3,-0.5,-3.5,-1.8
O=C(NCCCn1ccnc1)Nc1cccc2ccccc12,nt,nt,1.9,2.0,nt,nt,-9.5,-8.2
CCC(=O)N1CC2(C1)[C@@H](c1ccc(-c3ccc(C#N)cc3)cc1)[C@H](CO)N2C(C)=O,0.2,-16.7,nt,nt,-0.6,1.9,nt,nt
